# Assay outcomes from PubChem BioAssay.
# Pf Dd2 inh: qHTS Primary assay for Inhibitors of Plasmodium falciparum Dd2 growth in vitro. P. falciparum Dd2 growth, SYBR Green, 72 h. Potency, µM (doses to about 28.9 µM), for the others: at the highest dose activity, negative = inhibition, usual class: inhibitors. 120,000 tested, 4.3% active. AID 1347417, 2020; active = well fitted inhibition curve with a large enough effect; inconclusive = small, poorly fitted or top-dose-only effect; inactive = no such curve, though single readings can be large or run the other way;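 also: plate controls were DMSO vehicle for no effect and reference drug for full effect; nearly all actives have a fitted effect of over 65% in size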
#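 Infected erythrocytes (Dd2, 0.3% parasitemia, 2.5% hematocrit final) are added to compound in RPMI-1640/Albumax II medium, grown 72 h at 37C in low oxygen, then lysed with saponin/Triton-X containing SYBR Green and read by fluorescence.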
# The depositor's hits bear a star; i = inactive; ? = inconclusive; [ ] = remark or other dose. Potency is read from the fitted curve at half-maximal effect. A portion of the library; rates above refer to the full screens.
SMILES,Pf Dd2 inh
COc1ccc(N2CCN(C(c3ccccc3F)c3sc4nc(-c5ccco5)nn4c3O)CC2)cc1 (configuration not stated),17.2%
CC(=O)N1CC2(CCN(C3CCCCC3)CC2)Cc2ccccc21,?
O=C(c1ccc2ccccc2n1)N1CCOC(C(F)(F)F)C1 (configuration not stated),-20.4%
O=C(c1cccc(Cl)c1)N1CCCC(n2cc(-c3nc(-c4ccccc4)no3)nn2)C1 (configuration not stated),?
CCn1ccnc1CN(C)C(=O)c1cn(Cc2ccccc2F)nn1,3.7%
CN(CCc1cn[nH]c1)C(=O)C1CCN(C(=O)C2CCC2)CC1,24.8%
CC(C)Cc1nn2c(=O)cc(COC(=O)c3cccc(NC(=O)c4ccccc4)c3)nc2s1,47.4%[activator]
Clc1ccccc1CNC1(Cc2cc(-c3ccccc3)on2)COC1,8.2%[44.1 µM]
CN1CCC(C2CCN(Cc3ccc(CCC(C)(C)O)cc3)CC2)CC1,-18.9%
CCC(=O)Nc1ccc2nnc(-c3ccc(C(=O)Nc4ccc(OC)cc4)cc3)n2c1,0.708µM*
Cc1ccc(S(=O)(=O)NC[C@H]2C[C@@H]3CCN2C[C@@H]3CN2CCSCC2)cc1,20.1%[44.1 µM]
CCc1ccccc1N1C(=O)N(Cc2cccc(Cl)c2)c2ccccc2S1(=O)=O,?

# Part of the list above, with tabs:
molecule	Pf Dd2 inh
CCC(=O)Nc1ccc2nnc(-c3ccc(C(=O)Nc4ccc(OC)cc4)cc3)n2c1	0.708µM*
CC(C)Cc1nn2c(=O)cc(COC(=O)c3cccc(NC(=O)c4ccccc4)c3)nc2s1	47.4%[activator]
Cc1ccc(S(=O)(=O)NC[C@H]2C[C@@H]3CCN2C[C@@H]3CN2CCSCC2)cc1	20.1%[44.1 µM]
O=C(c1ccc2ccccc2n1)N1CCOC(C(F)(F)F)C1 (configuration not stated)	-20.4%
O=C(c1cccc(Cl)c1)N1CCCC(n2cc(-c3nc(-c4ccccc4)no3)nn2)C1 (configuration not stated)	?

# New compounds follow.
SMILES,Pf Dd2 inh
CC(C)OCCCNC(=O)CN1C(=O)c2cccnc2Sc2ccccc21,3.7%
CC(Oc1ccccc1)C(=O)Nc1ccc(C(=O)OCc2cc(=O)n3nc(C4CC4)sc3n2)cc1 (configuration not stated),i
COC1CN(c2cccc(F)c2)C12CCN(C(=O)NC(C)(C)C)CC2 (configuration not stated),i
CS(=O)(=O)c1ccc(CN2CCN3C(=O)N(Cc4ccccc4)C[C@H]3C2)cc1,-12.9%[44.1 µM]
Cc1ncc(-c2nc3cc(S(=O)(=O)NC(C)C)ccc3n2C(C)C)cn1,0.5%
Cc1ccccc1-c1noc(CSc2nc3ccccc3[nH]2)n1,-17.5%
O=C(NCc1ccccc1)c1ccc2c(c1)N(Cc1ccccc1F)C(=O)c1ccccc1S2=O (configuration not stated),?
COc1ccc(-c2nc3sc(CCNC(=O)C(=O)Nc4ccc(C)c(F)c4)c(C)n3n2)cc1,i
COc1ccc(N(C)C(=O)Cn2cc(S(=O)(=O)N3CCN(c4ccccc4F)CC3)c3ccccc3c2=O)c(OC)c1,?
Cc1noc(C)c1-c1cc2cc(C(C)C)oc2c(-c2c(C)noc2C)n1,-20.6%[44.1 µM]
CCCN1CCN(CCCNC(=O)c2ccc3c(c2)sc2nc(-c4ccc(OC)cc4)cn23)CC1,1µM*
O=[S+]([O-])(c1ccccc1)N1CCNc2cnc(Nc3cccc(F)c3)nc2C1,?
CCOC(=O)C1CCN(c2nc3c(S(=O)(=O)c4ccc(Br)cc4)nnn3c3ccsc23)CC1,?
Cc1cccc(NC(=O)c2ccc(N(Cc3ccccc3)S(C)(=O)=O)cc2)c1,i
CS(=O)(=O)c1ccc(OC[C@H]2C[C@@H](NCc3ccc(F)cc3)[C@H](O)[C@@H]2O)cc1,-22.4%
CCOC(=O)COc1ccc(C2C(C(=O)OC)=C(C)NC3=C2C(=O)c2ccccc23)cc1Cl (configuration not stated),-6.2%
Cc1nnnn1CCCN1CC[C@H]2NCCC[C@]2(C(=O)O)C1,1.7%
CCCCN(CCCC)c1ncnc2c1cnn2-c1cccc(C)c1,?
COCc1ccc2c(c1)c(OC(C)(C)C(=O)Nc1cc(C)nn1C)nn2Cc1ccccc1,i
COc1ccc(CCN2C(=O)c3oc4cc(C)cc(C)c4c(=O)c3C2c2ccc(F)cc2)cc1OC (configuration not stated),31.1%[activator]
COc1cccc(C(=O)N2CCN(c3cc(C(F)(F)F)nc(C)n3)CC2)c1OC,-12.5%
CC(C)OCCCNC(=O)c1c2c(nc3ccccc13)C(=O)N(C1CCCCC1)C2,i
COc1ccc(-c2nc(CN3CCC(C(=O)NCc4ccccc4)CC3)c(C)o2)cc1OC,-4.4%
CCc1nn(CC(=O)NCc2ccccc2Cl)c(=O)c2cc3ccccc3n12,-11.3%
CN1C(=O)[C@H]2CN(Cc3ccc(Br)s3)C[C@H]2C1=O,?
O=C(C1CCN(C(=O)N2CC3CC(C2)[C@H]2CCCC(=O)N2C3)CC1)N1CCCCC1 (some centres not stated),-24.2%
COc1ccc(C2Cn3cnc(C(=O)N4CCC(C(=O)NCC5CCCO5)CC4)c3CO2)cc1 (configuration not stated),i
CCOC(=O)C1CCN(C(=O)c2ccc(NC(=O)c3nsc4ccccc34)cc2)CC1,?
O=C(NCc1nc2ccccc2[nH]1)c1cccc(Cl)c1,-0.9%
Cc1ccc(S(=O)(=O)C(CNC(=O)C(=O)NCc2ccccc2C)c2cccs2)cc1 (configuration not stated),-14.7%
COc1ccc(N2CCN(C(=O)c3cnn(-c4ccc(F)cc4)c3-n3cccc3)CC2)cc1,12.2%
CCc1noc(-c2cn(C3CCN(C(=O)c4ccc(F)cc4)C3)nn2)n1 (configuration not stated),i
CCOc1ccc(-c2nc(SCC(=O)NCCCOC)c(-c3ccccc3)[nH]2)cc1,?
COC(=O)[C@@H]1Cc2c([nH]c3ccccc23)[C@H]2C[C@@H](NCCO)C[C@@H](c3ccccc3F)N21,?
O=C1NCc2ccccc2CC12CCN(Cc1ccccc1OC(F)(F)F)CC2,-11.5%
CCOC(=O)c1sc(NC(=O)/C=C/c2ccc(OCC)cc2)c(C(=O)OCC)c1C,5.7%
Cc1ccc(N2CC(c3noc(-c4nccc5ccccc45)n3)CC2=O)cc1 (configuration not stated),i
Cc1ccc(C(=O)NCC2CCN(c3cnn(C)c(=O)c3)C2)c(=O)n1C (configuration not stated),-12.4%
Cc1ccc(C2NC(=O)N(CC(=O)Nc3ccc4c(c3)OCCO4)C3=C2C(=O)OC3)cc1 (configuration not stated),?
O=C1CCN(S(=O)(=O)c2ccccc2)CCCN(S(=O)(=O)c2cccs2)CCN1,?
CCOc1ccc(Cn2c(-c3ccc(OCC)c(OC)c3)nc3ccccc32)cc1OC,?
CC(C)(C)c1ccc(NC(=O)O[C@@H]2CO[C@H]3[C@@H]2OC[C@@H]3Nc2nccc(-c3ccccc3)n2)cc1,8.0%
COc1ccc(C(=O)N2CCCC(c3nc(-c4cnccn4)no3)CCNC(=O)CC2)cc1F (configuration not stated),-27.6%
CCc1cccc(CC)c1NC(=O)C(Cc1ccccc1)NS(=O)(=O)c1cccc2nsnc12 (configuration not stated),-11.0%
Cc1cccc2nnc(N3CCN(C(=O)c4ccco4)CC3)n12,i
O=C(Cc1csc2ccccc12)NCc1cccc(Br)c1,?
Cc1ccc(C(=O)NC2CC(=O)N(CCCc3ccccc3)C2)s1 (configuration not stated),i
CC1CCC2(CC1)OCC(C(=O)NCc1ccccc1)N2C(=O)c1cccc(Cl)c1 (configuration not stated),i
COc1ccc(-c2ccc3ncc(Nc4ccccc4)n3n2)cc1OC,-8.1%[44.1 µM]
Cc1ccccc1OCC(=O)OCc1cc(=O)n2nc(C3CC3)sc2n1,16.7%
COc1ccc(CCC(=O)N2CC3CC(C2)[C@H]2CCCC(=O)N2C3)cc1 (some centres not stated),0.0%
Cc1ccc(-n2c(=O)c3cccnc3n2CC(=O)Nc2ccc(C)cc2Cl)cc1,-7.8%
COc1ccc(N2CC(NC(=O)c3cc(C(C)C)n4ncnc4n3)CC2=O)cc1 (configuration not stated),-4.1%
Cc1ccc2nc(CO[C@H]3CN(Cc4nccn4C)C[C@H]3F)[nH]c2c1,-0.7%[44.1 µM]
Cc1ccc(Cl)cc1NC(=O)/C(C#N)=C/c1c(C)n(Cc2ccccc2)c2ccccc12,?
CCOc1ccc(C2=NC(c3cccs3)=Nc3ccc(CC)cc3N2)cc1OCC,8.91µM*
O=C(COc1ccc2nncn2n1)N1CCOCC(O)(CN2CCCC2)C1 (configuration not stated),-9.8%
COc1ccc(Cn2c(=O)[nH]c3cc(C(=O)NCCC(C)C)ccc3c2=O)cc1,-5.6%
CC(C)(Oc1nn(CC2CCOCC2)c2ccccc12)C(=O)Nc1ccccn1,-19.0%[44.1 µM]
CCN(C(=O)c1cc(S(=O)(=O)N2CCCCC2)c[nH]1)c1ccc(OC)cc1,-25.9%
# Remaining list, next part
SMILES,Pf Dd2 inh
CN(Cc1ccccc1)Cc1ccccc1C(F)(F)F,-15.5%[44.1 µM]
CC(C)(C)C(=O)NCC(c1ccc2c(c1)OCO2)N1CCOCC1 (configuration not stated),19.3%
CCN(CC)c1cc(C)nc2nc(-c3ccc(C)cc3)nn12,?
CCc1cnc(N2CCC(Oc3cnc4c(ccn4CCN[S+](C)(=O)[O-])c3)CC2)nc1,-1.2%
Cc1ccc(-c2nnc([C@H]3CCN(C(=O)CCC(=O)O)C3)o2)cc1,0.4%[44.1 µM]
O=C(NC1CCCc2c1[nH]c1ccccc21)c1cccs1 (configuration not stated),?
O=C(O)c1ccc(CN2CC[C@H](c3nnc(-c4ccc(Cl)cc4)o3)C2)cc1,?
Cc1cc(NC(=O)c2ccc3c(c2)N(Cc2cccc(Cl)c2)C(=O)c2ccccc2S3(=O)=O)ccc1Br,8.91µM*
Cc1ccc(-n2nc(C)c3c(C)cc(=O)n(CC(=O)NC(C)c4ccccc4)c32)cc1 (configuration not stated),0.7%
Cc1ccccc1CN1C(=O)c2ccccc2S(=O)c2ccc(C(=O)NCc3ccc4c(c3)OCO4)cc21 (configuration not stated),?
CCCC(=O)Nc1cccc(-c2nc3cc(C)c(C)cc3o2)c1C,16.5%
O=C1CC2(CCN(Cc3ccc(C(F)(F)F)cc3)CC2)Oc2ccccc2N1c1ccccc1,?
CC(C)C(=O)NC1CCCc2c1[nH]c1c(Cl)cccc21 (configuration not stated),?
Cc1cccc(Oc2nc3c(c(=O)n(C)c(=O)n3C)n2Cc2ccccc2)c1C,19.6%
COc1ccc(N2CCN(Cc3nc4c(c(=O)[nH]c(=O)n4C)n3Cc3ccccc3C)CC2)cc1,-1.2%
COCC1CCN(c2ccc(-c3nc(-c4ccccc4C)no3)cn2)C1 (configuration not stated),-6.4%
COc1ccc(C2Cn3cnc(C(=O)N4CCC(C(=O)NCCc5ccccc5)CC4)c3CO2)cc1 (configuration not stated),-7.9%
O=C1NCCCCCCN(Cc2ccncc2)[C@@H]2CN(S(=O)(=O)c3ccccc3)CC[C@H]12,10µM*
CCN1CCN(CCNC(=O)c2cc(-c3ccc(Cl)cc3)cn2C)CC1,?
COc1ccc(CCC(=O)N2CCC3(CC2)NC(=O)N(c2ccc(F)cc2)N3)cc1,?
Cc1ccc(-n2nc3n(c2=O)CCN(C(=O)c2ccc(F)cc2)C3)cc1,9.6%
CCOCc1nc(C2CCCN(C(=O)C(CC)CC)C2)no1 (configuration not stated),38.2%[activator]
Cc1ccc2nc(COc3ccccc3NC(=O)c3ccccc3C)cc(=O)n2c1,3.4%
Cc1ccc(C)c(N2CCN(S(=O)(=O)c3ccc(-c4cc(C(F)(F)F)on4)s3)CC2)c1,8.8%
CCOc1ccc(-n2nc(CO)c(C(=O)NCC(C)O)n2)cc1 (configuration not stated),28.0%
CCc1nc2c(c(-c3ccc(O)cc3)n1)CCN(Cc1ccc(OC)cc1)CC2,2µM*
COc1ccc(OC2CN(CC3CC3)C2)cc1,5.4%[44.1 µM]
COc1ccc(CNC(=O)c2cccc3c2CCN3C(=O)c2ccc(F)cc2)cc1OC,i
O=S(=O)(c1ccsc1-c1nc(-c2cccnn2)no1)N1CCCC1,-23.8%
CN1CCN([C@H]2[C@@H]3OC[C@@H](O3)[C@@H](NC(=O)Nc3cccc(C#N)c3)[C@@H]2O)CC1,-0.4%[44.1 µM]
CCN(C(=O)C1CCCN(c2ncnc3onc(-c4ccc(F)cc4)c23)C1)c1ccccc1 (configuration not stated),?
CNCCN1C(=O)CC[C@H]2CN(C(=O)c3ccnc(NC)c3)CC[C@H]21,-7.6%
O=C(Cc1ccccc1)NCc1nnc2n1C(C(=O)O)CC2 (configuration not stated),11.4%
CS(=O)(=O)c1ccc(CN2CC[C@H](c3nc4ncccc4[nH]3)C2)cc1,-23.1%[44.1 µM]
Cc1ccc(Cl)cc1N1CCN(C(=O)CCC(=O)Nc2ccc3nc(N4CCC(C)CC4)cc(C)c3c2)CC1,3.55µM*
COc1ccc(OCC(=O)NC(Cc2c[nH]c3ccccc23)C(=O)O)cc1 (configuration not stated),54.9%[activator]
COc1ccc(CNC(=O)C2Cn3cccc3C(=O)N2C)cc1OC (configuration not stated),i
CCOc1ccc(-c2nnc(SCC(=O)NCc3ccc(C)cc3)nc2-c2ccc(OCC)c(OC)c2)cc1OC,?
COc1ccc(F)cc1CN1CCC(CO)(CN2CCCC2)CC1,?

# Compounds shown so far containing bromine (4):
SMILES,Pf Dd2 inh
CCOC(=O)C1CCN(c2nc3c(S(=O)(=O)c4ccc(Br)cc4)nnn3c3ccsc23)CC1,?
CN1C(=O)[C@H]2CN(Cc3ccc(Br)s3)C[C@H]2C1=O,?
O=C(Cc1csc2ccccc12)NCc1cccc(Br)c1,?
Cc1cc(NC(=O)c2ccc3c(c2)N(Cc2cccc(Cl)c2)C(=O)c2ccccc2S3(=O)=O)ccc1Br,8.91µM*
